Source: PubChem BioAssay
STEP inh: blocks human striatal-enriched tyrosine phosphatase; P54829; recombinant STEP, OMFP fluorogenic substrate, fluorescence; inhibition, % at 20 µM; 360,000 tested, 0.25% active; AID 588621;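 active = inhibition at 20 µM, scaled per plate between control wells, above about 37%, limit read from the data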;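 also: 0% = DMSO with enzyme and substrate and 100% = substrate only without enzyme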
Target sequence (P54829 whole entry, looked up): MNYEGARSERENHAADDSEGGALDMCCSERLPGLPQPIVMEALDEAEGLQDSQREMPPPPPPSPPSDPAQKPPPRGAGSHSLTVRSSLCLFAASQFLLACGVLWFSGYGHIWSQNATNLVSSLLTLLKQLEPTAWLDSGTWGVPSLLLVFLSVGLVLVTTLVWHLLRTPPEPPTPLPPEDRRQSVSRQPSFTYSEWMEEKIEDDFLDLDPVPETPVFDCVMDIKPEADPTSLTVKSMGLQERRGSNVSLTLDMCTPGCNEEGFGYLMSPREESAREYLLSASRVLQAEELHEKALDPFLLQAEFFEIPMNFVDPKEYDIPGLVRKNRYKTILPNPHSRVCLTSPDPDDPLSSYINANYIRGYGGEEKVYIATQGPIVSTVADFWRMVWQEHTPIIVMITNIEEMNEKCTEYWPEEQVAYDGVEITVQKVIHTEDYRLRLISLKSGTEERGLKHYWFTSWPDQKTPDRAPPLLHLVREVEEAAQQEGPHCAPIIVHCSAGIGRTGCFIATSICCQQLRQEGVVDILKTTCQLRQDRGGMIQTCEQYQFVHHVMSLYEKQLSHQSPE
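System: isolated STEP enzyme; schedule: 20 min enzyme reaction at room temperature, protected from light; medium: Bis-Tris buffer pH 6.0, 2.5 mM DTT, 0.005% Tween 20; signal: fluorescence, 480/540 nm; dosing: single compound dose of 20 µM, 1% DMSO final; also added: OMFP substrate, 25 µM final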
SKN-1 inh: blocks SKN-1 activity in C. elegans; C. elegans VP596 Pgst-4::GFP/RFP ratio, acrylamide-induced, 24 h; inhibition, % at 21.8 µM; 360,000 tested, 0.49% active; AID 624304;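 active = interference check ratio from 0.5 to 1.5 plus GFP to RFP signal ratio inhibition reaching or exceeding a fixed threshold, cut at about 30% in these data, passing the limit was not always enough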; also: some compounds called inactive have numbers as strong as hits
NadD inh: NadD (S. aureus) enzyme inhibition; purified NadD enzyme, colorimetric absorbance read-out; inhibition, % at 20 µM; 360,000 tested, 0.78% active; AID 602399; in the data active = inhibition above about 26%; also: some compounds past the cut are filed as inactive
Scp-1 inhibitor: Scp-1 (human) phosphatase inhibition. 340,000 tested, 0.88% active. Recombinant Scp1, phosphopeptide, malachite green phosphate absorbance. Q9GZU7. inhibition, % at 20 µM;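 active = inhibition above about 50% at 20 µM, limit read from the data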;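 also: plate controls were DMSO wells with enzyme for no effect and wells lacking enzyme for full effect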
Target sequence (Q9GZU7 76-261 limits assumed): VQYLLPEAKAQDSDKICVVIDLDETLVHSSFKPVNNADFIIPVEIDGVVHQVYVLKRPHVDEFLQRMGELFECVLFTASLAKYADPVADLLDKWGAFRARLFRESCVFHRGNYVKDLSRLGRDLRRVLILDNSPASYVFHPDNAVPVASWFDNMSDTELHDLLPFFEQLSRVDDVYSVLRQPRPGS
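Incubation: 45 min enzyme reaction at room temperature / System: truncated SCP-1 phosphatase (76-261aa) / Reagent: Phospho 17-mer peptide substrate / Buffer or medium: Acidic Tris acetate buffer with magnesium and detergent / Signal: absorbance at 630 nm / Doses: one concentration, 20 µM, with 1.0% DMSO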
Neddyl block: blocks human cullin neddylation | 360,000 tested, 0.58% active | TR-FRET cullin neddylation, biochemical | P61081+Q13564 | calls only at 25 µM; in the data active = inhibition above about 36%
SUMO1-SIM PPI: modulators of human SUMO1-mediated protein-protein interactions; P63165; SUMO1 binding to a labelled peptide, TR-FRET, 1 h; inhibition, % at 20 µM; 360,000 tested, 0.33% active; AID 602429; in the data active = inhibition above about 37%
Target sequence (P63165 whole entry, looked up): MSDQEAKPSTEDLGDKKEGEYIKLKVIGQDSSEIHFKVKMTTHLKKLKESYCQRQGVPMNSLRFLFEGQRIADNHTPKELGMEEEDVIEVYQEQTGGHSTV
Tb MetRS inh: Trypanosoma brucei MetRS inhibition; purified T. brucei MetRS, ATP depletion, Kinase-Glo luminescence; inhibition, % at 11.9 µM; 360,000 tested, 0.4% active;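 active = inhibition above a per-plate cutoff of the control wells' mean inhibition plus 3 SD, cut at about 5.5% in these data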;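 also: 0% = DMSO wells median and 100% = median of wells with control inhibitor compound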
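Material: parasite MetRS enzyme / Replication: singlicate, one well per compound / Signal: luminescence of leftover ATP / Schedule: 2 h aminoacylation at 25 °C after 15 min preincubation / Medium: HEPES-MgCl2-KCl buffer plus DTT, spermine, BSA, pyrophosphatase / Doses: 11.9 µM single point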
LMPTP block: blocks human LMPTP phosphatase. P24666. inhibition, % at 20 µM. AID 651560. recombinant LMPTP-A, OMFP fluorogenic substrate, fluorescence intensity. 360,000 tested, 0.22% active;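 active = compounds that cut the enzyme signal by at least half of the control window in the single-dose screen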;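 also: plate controls were DMSO wells with enzyme plus substrate for no effect and substrate without enzyme for full effect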
Target sequence (P24666 whole entry, looked up): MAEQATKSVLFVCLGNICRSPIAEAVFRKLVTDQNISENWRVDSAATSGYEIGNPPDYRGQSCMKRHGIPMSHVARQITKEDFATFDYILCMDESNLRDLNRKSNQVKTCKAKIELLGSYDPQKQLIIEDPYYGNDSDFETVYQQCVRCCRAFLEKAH
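material = LMPTP-A | quantity = 0.625 nM enzyme | reagent = OMFP substrate, 400 µM final | buffer or medium = Bis-Tris pH 6.0, DTT, detergent | detection = endpoint fluorescence intensity from OMFP dephosphorylation | dosing = single 20 µM dose | read-out basis = % inhibition relative to no-enzyme and uninhibited control wells | control set = no-enzyme and uninhibited controls | timing = 50 min at room temperature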
DNMT1 inh: inhibitors of human DNMT1. P26358. DNMT1 molecular beacon, Hinp1I cleavage, fluorescence. inhibition (reported as % activation of signal), % at 10 µM. 360,000 tested, 0.83% active. AID 588458; in the data active = inhibition above about 50%
CendR NRP1 mod: alters CendR peptide binding to human NRP-1 | O14786 | FAM-RPARPAR peptide binding to NRP-1, fluorescence polarization | inhibition, % at 25 µM | 360,000 tested, 0.85% active | AID 602438;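 active = inhibition or corrected inhibition above about 18%, plus a signal ratio from 0.5 to 1.5, limit read from the data, passing the limit was not always enough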; also: strong numbers were not always called active
The depositor's hits bear a star; i = inactive; nt = no result given; + = active, no number.

DNMT1 inh	STEP inh	CendR NRP1 mod	Neddyl block	LMPTP block	NadD inh	Scp-1 inhibitor	SKN-1 inh	SUMO1-SIM PPI	Tb MetRS inh	SMILES
0	-4	5	i	-0.1	-5	-6	6	0	-0.2	Cc1ccc(NC(=O)C2CCCN2C(=O)OCc2ccccc2)c(O)c1 (stereo unspecified)
-1	-5	5	i	1.1	-5	-4	-4	-1	-0.4	O=C(NNc1ncc(C(F)(F)F)cc1Cl)c1c(Cl)cccc1Cl
0	1	12	i	1.4	-3	-6	-7	-3	0.0	COC(=O)C1=C(NC(=O)c2ccc(Br)cc2)CCS1
0	0	14	i	-3.2	1	27	5	-10	-0.9	CC(=O)c1ccc[n+](CC(=O)NC(C)c2ccccc2)c1 (stereo unspecified)
6	-3	9	i	0.3	-3	-7	8	2	-0.2	CCc1cccc(C)c1NC(=O)Nc1ccc2c(c1)OCO2
-1	0	5	i	-1.8	2	-8	2	3	-0.4	Cc1ccc(C)c(NC(=O)CCC(=O)NN=C2CCCC2)c1
-5	-3	-8	i	0.7	-3	-3	11	2	0.2	COC(=O)c1cc2c(ccn2C)n1C
0	4	-1	i	-1.6	1	-1	3	0	0.0	Cc1cc(NC(=O)CN2C(=O)C3CC=CCC3C2=O)no1 (stereo unspecified)
0	-2	0	i	-0.6	5	-19	1	22	-0.2	CCCCCSc1nnc(N)s1
0	-3	9	i	-0.6	-5	-1	-1	0	-0.6	COCc1cc(C)nc2sc(C(=O)NCCO)c(-n3cccc3)c12
0	-2	-6	i	-0.2	2	-3	1	1	0.3	CC(=O)Nc1ccc(S(=O)(=O)NCC2CCC(C(=O)NC3CCCCCC3)CC2)cc1 (stereo unspecified)
0	-1	0	i	-2.2	-5	-2	8	-1	-0.6	Cc1ccc(OCc2cc(C(=O)N3CCCC3)no2)cn1
-3	-1	1	i	0.1	1	-7	9	1	-0.6	COc1ccc(NC(=O)C2CCCN(c3ncnc4onc(-c5ccc(F)cc5)c34)C2)cc1 (stereo unspecified)
4	0	-4	i	-1.7	3	0	-2	1	0.3	COc1ccc(CCNC(=O)C2CCCN2C(=O)Nc2ccc(F)cc2)cc1OC (stereo unspecified)
4	0	-2	i	0.4	1	-1	2	2	-0.4	CCCCCCC(=O)NNC(=O)c1c(O)c2ccccc2n(CC)c1=O
0	-4	4	i	-1.0	-5	-2	-9	5	-0.1	O=C(COC(=O)c1c(F)cccc1F)NCc1cccs1
nt	nt	9	+	-0.7	12	nt	11	-16	-4.1	O=C1Nc2ccccc2N(C(=O)c2c(F)cccc2F)C1c1nc2ccccc2[nH]1 (stereo unspecified)
12	4	2	i	-3.3	-24	-7	-5	-3	-1.3	CCOC(=O)COn1c2c(c3c4no[n+]([O-])c4ccc31)CCCC2
2	-4	-8	i	-1.2	-3	-4	9	3	-0.4	CC(C)C(=O)Nc1cccc(NC(=O)c2cccc(F)c2)c1
2	-2	6	i	-3.3	-2	-4	6	4	-0.8	Cc1nc[nH]c(=O)c1Br
-1	3	-3	i	-1.5	-4	-8	0	9	0.2	CCCN(C(=O)Cc1c(C(=O)O)n(C)c2ccccc12)c1cccc(C)c1
1	5	2	i	1.6	9	12	1	-2	-1.7	Cc1c(-c2ccccc2)nc2ccccc2c1C(=O)Oc1ccc([N+](=O)[O-])cc1
3	10	18	i	-1.0	6	4	1	3	-1.2	Cc1cc(C)c2c(n1)nn1c(C3CC3)cc(C(F)(F)F)nc21
1	5	11	i	-1.3	-5	-4	-2	0	-0.1	COc1ccc(N2C(=O)CCC(C(=O)N3CCOCC3)C2c2ccc(F)cc2)cc1 (stereo unspecified)

Only NadD inh, for three of the compounds above:
Structure,NadD inh
O=C(NNc1ncc(C(F)(F)F)cc1Cl)c1c(Cl)cccc1Cl,-5
COC(=O)C1=C(NC(=O)c2ccc(Br)cc2)CCS1,-3
CC(=O)c1ccc[n+](CC(=O)NC(C)c2ccccc2)c1 (stereo unspecified),1

Going on with the list:
DNMT1 inh	STEP inh	CendR NRP1 mod	Neddyl block	LMPTP block	NadD inh	Scp-1 inhibitor	SKN-1 inh	SUMO1-SIM PPI	Tb MetRS inh	SMILES
4	-1	5	i	-1.0	-3	-8	22	-24	0.0	N#C/C(=C/c1cccs1)c1ccccn1
20	1	-5	i	0.9	-4	-7	4	1	-1.9	O=S1(=O)C=C(Sc2nc3cc(Cl)ccc3o2)c2ccccc21
0	2	-7	i	2.2	1	-2	-16	3	0.2	CN(C)S(=O)(=O)c1ccc(N2CCCC2)c(C(=O)NC(c2ccccc2)c2ccccc2)c1
1	-1	4	i	2.0	-3	nt	-4	1	-0.4	O=C(CSc1ccccc1)N1CCCC(N2CCN(c3cccc(Cl)c3)CC2)C1 (stereo unspecified)
3	1	-8	i	-0.4	2	-10	1	0	0.1	O=C(Nc1ccc(C2SCCS2)cc1)c1ccccc1
8	3	8	i	-1.0	-5	2	10	1	-0.3	O=C(c1ccc(Cl)c(Cl)c1)N1CCC(=O)N(C(CO)Cc2ccccc2)CC1 (stereo unspecified)
1	-1	-5	i	0.8	4	-4	4	-9	-0.4	Fc1ccc2nc3[nH]c4ccccc4c3nc2c1
5	5	-52	i	4.8	4	nt	5	3	-0.7	O=C(Oc1ccccc1)c1cc(O)c(O)c(O)c1
-1	2	-6	i	0.2	11	-5	-10	-4	-0.3	COc1cnc(-c2ccccn2)nc1Sc1c(Cl)cccc1Cl
0	3	8	i	-1.6	-2	1	9	-3	-0.5	C=CCn1c(C(CCCC)CC(O)COCC(C)C)n[nH]c1=S (stereo unspecified)
-2	1	-20	i	-0.2	2	-2	6	-5	0.1	COc1cc(/C=C(\NC(C)=O)C(=O)Nc2cccc(O)c2)ccc1OC(C)=O
0	-1	13	i	2.0	-6	-16	9	2	0.2	COc1ccc(CNC(=O)CN(c2ccc(C(C)C)cc2)S(=O)(=O)c2c(C)noc2C)cc1
-4	0	6	i	-0.3	0	-2	-3	1	0.3	CCCn1nnnc1NCc1ccccc1C
1	1	0	i	-4.8	-6	0	-11	-26	-0.1	C#CCOCCOCCOCCNc1nc(N2CCN(C(=O)Cn3cc(CCCCN)nn3)CC2)nc(N2CCN(C(=O)[C@H](CCCCN)n3cc(CCCC)nn3)CC2)n1
2	-3	3	i	-4.3	0	-4	7	-3	0.3	COc1cc(CCC(=O)NCC2CCCO2)cc(OC)c1OC (stereo unspecified)
3	-3	-4	i	2.7	2	nt	6	-2	-1.1	CCCCCCn1c(=O)n2n(c1=O)C[C@]1(OC(=O)NCc3ccccc3)CN(S(=O)(=O)c3ccc(C)cc3)C[C@]1(O)C2
-3	-1	6	i	-0.2	-8	nt	1	9	-0.3	CCOC(=O)C1=CCN(S(=O)(=O)c2ccccc2F)C1c1cccc(F)c1 (stereo unspecified)
-8	0	1	nt	2.1	-4	-13	9	-4	-0.4	COc1ccccc1-c1nc(C#N)c(N2CCc3ccccc3C2)o1
-1	-3	-4	i	0.0	-4	-5	1	3	-0.4	O=C(NCc1ccc2c(c1)OCO2)c1ccc(S(=O)(=O)N2CCOCC2)cc1
-6	-3	2	i	0.9	11	-5	3	-7	0.8	O=C(N/N=C/c1ccc(N2CCCCC2)o1)c1ccccc1[N+](=O)[O-]
12	1	-5	i	-2.6	4	85*	7	13	-2.6	Cc1noc(C)c1S(=O)(=O)Nc1ccc2c(c1)C(=O)N([C@H](C)CO)C[C@H](C)[C@@H](CN(C)C(=O)NC(C)C)O2
0	2	-9	i	0.7	-7	0	1	1	0.2	COc1ccc(Cl)cc1NC(=O)CN(C)CC(=O)Nc1ccc(C)cc1Br
4	0	-6	i	-1.8	-1	nt	1	-3	-0.4	Cc1ccsc1C(=O)NCC(c1cccs1)N1CCOCC1 (stereo unspecified)
0	-2	-3	i	-0.1	-10	-9	5	2	0.2	O=C(CSCc1ccccc1)NCCc1ccc(F)cc1
1	1	4	i	-0.2	3	3	-5	2	-0.2	CC(OC(=O)c1ccc(Br)c(S(=O)(=O)N2CCOCC2)c1)C(=O)NC1CCCCC1C (stereo unspecified)
2	3	6	i	1.1	-1	-15	7	3	-1.1	O=C(CC(C(=O)O)c1ccc(Cl)cc1)c1ccc(Br)cc1 (stereo unspecified)
-24	-4	-122	nt	1.5	15	5	15	-16	-0.9	Oc1ccc(/C=C/c2ccc3cccc(O)c3n2)cc1Br
0	2	7	nt	-0.5	26	-11	-12	-9	-0.7	O=c1oc2cc(Oc3c([N+](=O)[O-])cc(C(F)(F)F)cc3[N+](=O)[O-])ccc2c2c1CCCC2
2	1	0	i	-2.6	-4	-7	16	0	-0.5	O=C(NC1CCN(Cc2ccccc2)CC1)c1cncc(Br)c1
1	1	6	i	0.1	7	-7	-9	-1	-0.3	COc1ccc(/C=C(/NC(=O)c2ccco2)C(=O)N2CCCCC2)cc1
5	1	11	i	-1.7	8	36	-1	-1	-0.5	COc1ccc(N(C(=O)CSCC(=O)Nc2cc(C)on2)C(C(=O)NC2CCCCC2)c2ccc(O)c(O)c2)cc1 (stereo unspecified)
3	-1	2	i	-0.6	-3	0	1	0	-0.7	CN1CCN(S(=O)(=O)c2ccc(C(F)(F)F)cc2)C(c2ccccc2)C1 (stereo unspecified)
-19	-2	0	i	5.0	-8	-15	0	0	0.1	Cc1ccccc1NS(=O)(=O)c1ccc(NC(=O)CSCc2ccc(Br)cc2)cc1
-14	8	-23	i	1.7	2	-4	5	-12	1.6	CCc1nnc(N/N=C/c2ccc(-c3ccc([N+](=O)[O-])cc3)o2)n1N
9	2	6	i	1.3	-1	-8	-1	-2	-0.5	O=C(COC(=O)/C=C/c1ccc(Cl)cc1)Nc1ccc2c(c1)OCCO2
1	2	-2	i	0.3	-5	2	17	1	-0.2	CCOC(=O)C1CCCN(C(=O)CCn2nnnc2CN2CCOCC2)C1 (stereo unspecified)

Among those listed so far, two have a COOH group.
DNMT1 inh	STEP inh	CendR NRP1 mod	Neddyl block	LMPTP block	NadD inh	Scp-1 inhibitor	SKN-1 inh	SUMO1-SIM PPI	Tb MetRS inh	SMILES
-1	3	-3	i	-1.5	-4	-8	0	9	0.2	CCCN(C(=O)Cc1c(C(=O)O)n(C)c2ccccc12)c1cccc(C)c1
2	3	6	i	1.1	-1	-15	7	3	-1.1	O=C(CC(C(=O)O)c1ccc(Cl)cc1)c1ccc(Br)cc1 (stereo unspecified)
